Screening results deposited in PubChem BioAssay by Sanford-Burnham Center for Chemical Genomics.
EBI2 antag: EBI2 (human) antagonism. inhibition, % at 5 µM. EBI2 beta-arrestin recruitment, luminescence, 7a,25-OHC stimulated. hit rate 0.81% among 360,000. AID 651636. P32249; in the data active means inhibition above about 38%;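 further: enzyme fragment complementation signal reports receptor beta-arrestin coupling in cells; 0% = agonist plus DMSO wells and 100% = wells without agonist; some results beyond the cut were filed as inactive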
Jurkat NFkB inh: inhibitors of the PMA/ionomycin-induced NF-kB reporter in Jurkat cells; PMA/ionomycin-induced NF-kB luciferase reporter, luminescence; inhibition, % at 4 µM; hit rate 0.53% among 330,000
697 NFkB inh: lowers PMA/ionomycin-induced NF-kB signal in 697 B cells; 697 B-cell NF-kB luciferase reporter, 16 h; inhibition, % at 4 µM; hit rate 0.33% among 330,000; AID 435022; in the data active means inhibition above about 35%
SENP8 inh: inhibitors of human SENP8 protease. Q96LD8. purified SENP8, Z-RLRGG-aminoluciferin cleavage, luminescence. inhibition, % at 10 µM. hit rate 1.2% among 330,000. AID 2540
Target sequence (Q96LD8 whole entry, looked up): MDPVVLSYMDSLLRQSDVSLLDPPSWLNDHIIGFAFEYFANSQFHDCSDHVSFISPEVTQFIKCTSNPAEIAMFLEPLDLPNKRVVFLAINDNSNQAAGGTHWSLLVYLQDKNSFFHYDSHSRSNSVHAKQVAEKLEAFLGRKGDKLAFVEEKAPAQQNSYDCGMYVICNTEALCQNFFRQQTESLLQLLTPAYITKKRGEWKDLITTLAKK
Gli-Sufu antag: antagonists of Gli-Sufu signaling. Sufu-KO-LIGHT fibroblasts, Gli luciferase reporter luminescence. inhibition, % at 5 µM. hit rate 0.74% among 340,000;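 active means inhibition above about 55%, limit read from the data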;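 further: 0% = DMSO-treated cells and 100% = wells with medium but no cells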
Apaf-1 inh: inhibitors of human Apaf-1 apoptosome | hit rate 0.71% among 330,000 | inhibition, % at 20 µM | reconstituted apoptosome caspase-3 activity, DEVD-Rh110 fluorescence | O14727; active means inhibition of at least 40% at 20 µM;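 further: plate controls were DMSO wells for no effect and DEVD-CHO caspase inhibitor wells for full effect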
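System: Apoptosome proteins | Medium: Hepes pH 7.5 with detergent and BSA | Also added: Cytochrome c trigger plus (Z-DEVD)2-Rh110 caspase-3 substrate | Incubation: 30 min compound preincubation, 50 min activation, room temperature | Detection: Rhodamine 110 fluorescence at Ex 480/Em 540 nm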
UBC13 inh: inhibitors of human UBC13 polyubiquitin chain formation; P61088; TR-FRET; inhibition, % at 20 µM; hit rate 0.47% among 330,000; AID 485273; in the data active means inhibition above about 45%, passing the limit was not always enough
Target sequence (P61088 whole entry, looked up): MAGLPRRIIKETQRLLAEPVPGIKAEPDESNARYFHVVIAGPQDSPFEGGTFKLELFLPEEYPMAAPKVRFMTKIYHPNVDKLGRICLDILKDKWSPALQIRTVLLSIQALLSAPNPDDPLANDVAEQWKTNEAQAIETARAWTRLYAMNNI
CCR6 antagonist: blocks CCL20-driven beta-arrestin recruitment at human CCR6; inhibition, % at 20 µM; P51684; AID 493098; CHO-K1 CCR6 PathHunter beta-arrestin, luminescence, CCL20-stimulated; hit rate 0.49% among 340,000;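 active means compounds whose inhibition of the agonist-driven luminescence signal at 20 µM reaches about 50%, limit read from the data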;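 further: cells stimulated with CCL20 at 14 nM final; plate controls were DMSO with CCL20 for no effect and DMSO without agonist for full effect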
Target sequence (P51684 whole entry, looked up): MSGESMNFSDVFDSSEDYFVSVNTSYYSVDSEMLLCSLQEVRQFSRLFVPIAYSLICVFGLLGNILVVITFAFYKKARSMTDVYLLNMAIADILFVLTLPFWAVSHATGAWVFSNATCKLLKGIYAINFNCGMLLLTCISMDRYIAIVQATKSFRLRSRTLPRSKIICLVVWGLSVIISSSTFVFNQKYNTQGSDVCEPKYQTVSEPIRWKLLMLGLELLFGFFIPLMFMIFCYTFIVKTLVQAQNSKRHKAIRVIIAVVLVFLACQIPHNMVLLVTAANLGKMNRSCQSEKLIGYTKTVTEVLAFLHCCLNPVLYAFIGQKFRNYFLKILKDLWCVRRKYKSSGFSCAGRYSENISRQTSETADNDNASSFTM
Active calls of the source: *; x = no result given. Unless noted, no stated cut-off is given here; in the data, active means inhibition above about 50%; inactive means the rest. The list is partial; the hit share may differ from the screen's.

SMILES	EBI2 antag	Jurkat NFkB inh	697 NFkB inh	SENP8 inh	Gli-Sufu antag	Apaf-1 inh	UBC13 inh	CCR6 antagonist
Clc1ccc2c(c1)nc1n2CCCC1	2	-8	-11	0	-5	-1	4	13
O=C(Nc1nc2ccc(S(=O)(=O)N3CCCC3)cc2s1)c1ccccn1	3	-12	-72	-9	-30	5	-24	15
COc1cc(C(=S)N2CCCC2)ccc1O	-4	-19	-22	-2	4	-8	-9	-4
Nc1nc2c(s1)CCc1ccccc1-2	5	6	10	-5	-5	10	-6	-14
O=C(O)c1ccc(NC(CSCc2ccc(F)cc2)C(=O)O)c([N+](=O)[O-])c1 (stereo not given)	4	-5	-9	1	-15	7	-20	29
O=C(Nc1nc2ccccc2s1)C1CCN(C(=O)c2ccco2)CC1	-4	7	-10	6	-8	5	10	-4
CCC1=C(OC(=O)N(CC)CC)N2C(=O)OC(=NCC3CC3)[C@]2(C)[C@H]2C1=CC[C@H]1C(=O)NC(=O)[C@H]12	0	-2	20	6	-13	11	8	7
O=[N+]([O-])c1ccc(S(=O)(=O)N2CCN(Cc3ccco3)CC2)cc1	-5	14	17	-10	48	1	-12	-6
CCOc1ccc(S(=O)(=O)N2CCOCC2)cc1NC(=O)CSC(=S)N1CCCC1	5	10	22	9	-9	12	-2	17
O=C(NCCCN1CCOCC1)c1cn(-c2ccccc2)nc1-c1ccc(Br)cc1	-8	6	11	1	3	11	20	4

Limited to Jurkat NFkB inh and UBC13 inh, for some of the entries so far:
Compound | Jurkat NFkB inh | UBC13 inh
CCOc1ccc(S(=O)(=O)N2CCOCC2)cc1NC(=O)CSC(=S)N1CCCC1 | 10 | -2
Nc1nc2c(s1)CCc1ccccc1-2 | 6 | -6
O=C(O)c1ccc(NC(CSCc2ccc(F)cc2)C(=O)O)c([N+](=O)[O-])c1 (stereo not given) | -5 | -20

More entries follow:
SMILES	EBI2 antag	Jurkat NFkB inh	697 NFkB inh	SENP8 inh	Gli-Sufu antag	Apaf-1 inh	UBC13 inh	CCR6 antagonist
Cn1nc(C(=O)N2CCN(c3ccc(F)cc3)CC2)c2c1-c1ccccc1S(=O)(=O)C2	2	12	3	-6	-3	-9	-1	19
c1ccc(N2CCN(c3ccccc3)C2c2ccncc2)cc1	1	0	-14	6	14	8	5	5
CN(C(=O)COC(=O)CCCN1C(=O)c2cccc3cccc(c23)C1=O)C1CCS(=O)(=O)C1 (stereo not given)	-5	-5	-17	-4	-4	4	35	2
CCCCN(CCCC)C(=O)CCS(=O)(=O)c1ccc2c(c1)n(C)c(=O)c(=O)n2C	-5	-25	-17	-4	3	13	-8	-17
Cc1ccc(S(=O)(=O)NCCc2nnc3ccc(SCC(=O)Nc4nc(C)cs4)nn23)cc1	2	-2	12	-4	-8	6	9	8
CN(C)/C=C(/C(=O)c1ccc(Cl)c(Cl)c1)c1nnnn1-c1ccccc1	-2	-2	-3	-6	4	-18	-11	4
O=C(O)C1(c2ccccc2)CCN(S(=O)(=O)c2ccc(F)c(F)c2)CC1	-7	13	4	-4	-5	0	1	16
CC(=O)Nc1ccc(S(=O)(=O)N2CN(c3ccc(C)cc3)c3nc4ccccc4nc32)cc1	11	-22	-2	-10	4	-26	11	-10
CCCCOC(=O)C(C)Oc1ccc(=O)n(-c2ccccc2)n1 (stereo not given)	0	6	11	10	-9	-11	1	8
CCCCNC(=O)c1cc2n(n1)C(C(F)(F)F)CC(c1ccccc1)N2 (stereo not given)	-6	-1	17	-2	-5	-25	-1	-14
Cc1ccc(C)c(N=Cc2ccc(-c3ccc([N+](=O)[O-])cc3)o2)c1	18	19	6	7	8	3	-20	2
Cc1cc(C)c(S(=O)(=O)Nc2ccc(N3CCOCC3)cc2)c(C)c1	-2	17	-20	1	-5	4	-7	12
Cc1nc2ccccn2c1C(=O)N/N=C/c1ccccc1	5	-32	-3	-7	8	-1	1	0
CCN(CC(=O)Nc1ccc(S(=O)(=O)N2CCCC2)cc1)CC(=O)Nc1ccccc1C(F)(F)F	2	-14	9	-7	3	16	15	11
COc1ccc(C2NC(=O)C(C#N)=C(S)N2c2ccc(C)cc2)cc1OC (stereo not given)	0	-9	15	0	6	-1	-6	0
ClCCN1C2=NCCCN2c2ccccc21	-1	7	9	1	-13	-2	8	12
COc1cccc(C(=O)NCC2(c3ccc(OC)c(OC)c3)CCCC2)c1	-6	-11	6	-3	0	-8	2	9
Cc1csc(NC(=O)c2ccc(=O)[nH]c2)n1	-6	0	-3	10	-1	0	0	4
Cc1cc(C)cc(N(C(=O)C(F)(F)F)C(C(=O)NC2CCCCC2)c2cccs2)c1 (stereo not given)	-4	8	-5	-4	1	-25	-7	2
CC[C@H](C)[C@H](NS(=O)(=O)c1ccc(C)cc1)C(=O)N1CCC(C(=O)N[C@@H](C)C(=O)O)CC1	3	0	4	4	5	-2	4	-13
COC(=O)C1CCN(C(=O)CN2C(=O)NC3(CCC(C)CC3)C2=O)CC1 (stereo not given)	7	12	8	-1	4	-2	15	17
COc1ccc(S(=O)(=O)N2CCc3ccccc32)cc1C(=O)NCCc1ccc(S(N)(=O)=O)cc1	8	-5	16	6	5	-5	5	13
N#C/C(=C(/O)COc1ccccc1)c1nc2ccccc2s1	-10	-9	-8	29	-6	2	-11	-7
O=C(NCc1ccco1)Nc1ccc2nsnc2c1	-9	15	-5	-7	6	59*	9	11
COc1ccccc1N(C(=O)c1ccco1)C(C(=O)NC1CCCCC1)c1cc(OC)c(OC)c(OC)c1 (stereo not given)	-4	-5	9	-4	25	5	0	16
COc1ccc(/C=C/C(=O)O)cc1COc1cccc(C)c1	-15	8	10	-5	2	2	7	-12
Cc1noc(C)c1CSCC(=O)Nc1cc(Cl)ccc1N1CCCCC1	11	-6	-14	-6	26	31	-5	19
COc1cc(/C=N\NC(=O)CC#N)ccc1OC/C=C/c1ccccc1	-11	8	13	-1	-6	14	-4	-1
Cn1nnnc1Sc1ncnc2scc(-c3ccccc3Cl)c12	13	-14	-1	8	44	8	4	13
O=C(NCCCN1CCCC1=O)c1ccc2c(c1)OCO2	8	5	4	3	-35	-5	5	-16
COc1ccc(NC(=O)c2cccc(NS(=O)(=O)c3ccccc3)c2)cc1	5	2	23	3	-3	5	1	-3
CNC(=S)N(CCc1c(C)[nH]c2ccc(C)cc12)Cc1ccc(OC)c(OC)c1	14	-8	-6	-5	8	6	10	8
NS(=O)(=O)c1ccc(NC(=O)Cc2c(F)cccc2Cl)cc1	-14	-11	13	0	-6	-5	6	12
CCC(=O)N1c2ccccc2NC2=C(C(=O)CC(C)(C)C2)C1c1ccc(O)c(OC)c1 (stereo not given)	4	-15	-4	-9	4	5	-6	3
CCC(=O)Nc1ccc(NC(=O)/C=C/c2ccc(Cl)cc2)cc1	-7	42	-44	-5	-11	-2	-30	10
O=C(Cc1cc(=O)[nH]c(=O)[nH]1)NCc1ccccc1	1	7	6	4	15	-3	5	10
Cc1cccc(-n2c(C)cc(/C=N/n3cnnc3)c2C)c1	-1	10	-5	6	5	-25	14	21
COC(=O)c1c(C(=O)OC)c2ccncn2c1Cl	3	8	16	7	4	-5	10	-7
CCCCC(=O)N1CCN(c2nc3ccc(OCC)cc3s2)CC1	-5	-3	-19	-16	2	7	0	7
COc1ccc(-c2nnc(-c3ccccc3O)o2)cc1	-6	-78	-168	84*	21	1	28	33

Quoted at random: 4 compounds from above, in no set order.
SMILES	EBI2 antag	Jurkat NFkB inh	697 NFkB inh	SENP8 inh	Gli-Sufu antag	Apaf-1 inh	UBC13 inh	CCR6 antagonist
CCC(=O)Nc1ccc(NC(=O)/C=C/c2ccc(Cl)cc2)cc1	-7	42	-44	-5	-11	-2	-30	10
CCC(=O)N1c2ccccc2NC2=C(C(=O)CC(C)(C)C2)C1c1ccc(O)c(OC)c1 (stereo not given)	4	-15	-4	-9	4	5	-6	3
CCCCC(=O)N1CCN(c2nc3ccc(OCC)cc3s2)CC1	-5	-3	-19	-16	2	7	0	7
COc1ccc(-c2nnc(-c3ccccc3O)o2)cc1	-6	-78	-168	84*	21	1	28	33

(list continues)
SMILES	EBI2 antag	Jurkat NFkB inh	697 NFkB inh	SENP8 inh	Gli-Sufu antag	Apaf-1 inh	UBC13 inh	CCR6 antagonist
O=C(COC(=O)c1ccc2[nH]c3c(c2c1)CCCC3)NC1CCS(=O)(=O)C1 (stereo not given)	-4	-4	-6	-7	-11	8	-4	-21
CN(CCO)C(=O)C(c1ccccc1)c1ccccc1	17	-4	6	-11	-3	-18	4	4
CC1=C[C@@H](C)[C@@H](c2ccc(C(F)(F)F)cc2)OC1=O	-19	15	-15	-2	-2	2	-4	0
Cc1cccc(NC(=O)CSCc2cc(=O)n3ccsc3n2)c1C	1	-9	15	-8	46	-3	-2	20
COC(=O)c1cc2occc2n1Cc1nc(-c2ccccc2F)oc1C	0	7	5	-5	3	-31	24	6
CC1(C)CC(=O)C(C(O)c2cccc([N+](=O)[O-])c2)C(C)(C)N1 (stereo not given)	-1	-5	-2	2	-5	-12	-1	5
CSCCOC(=O)C1=C(C)Nc2ccc(C)cc2S1	12	-13	-46	-13	-26	4	-9	19
CCOCCCN(C(=O)Cn1nnc(-c2ccc(OC)c(OC)c2)n1)C(C(=O)NCC1CCCO1)c1ccc(F)cc1 (stereo not given)	0	4	4	-3	-2	10	10	15
COc1cccc2sc(N)nc12	-5	3	11	5	15	-7	7	-2
CC(C)c1nc(SCC(=O)N2c3ccccc3CC2C)c2ccccc2n1 (stereo not given)	9	16	9	2	13	-5	15	17
COc1cccc(/C=N/Nc2ccnc(=O)[nH]2)c1O	-4	-13	-36	1	39	-2	-18	-15
Cc1ccc(Cl)cc1N1CCN(C(=O)CSc2ccsc2[N+](=O)[O-])CC1	9	12	-13	-2	12	7	-4	25
CC(=O)CCC(=O)NC1CCCc2c1cnn2-c1ccc(C(C)(C)C)cc1 (stereo not given)	-6	10	-23	-9	11	6	-2	2
CCOc1ccccc1NS(=O)(=O)c1cn(C)c(=O)n(C)c1=O	x	2	20	-3	-1	1	1	13
Cc1cccc([C@@H]2[C@@H]3C(=O)N(Cc4ccccc4)C(=O)[C@@H]3[C@]3(CC(C)C)C(=O)N(c4cccc(Cl)c4)C(=O)N23)c1	-6	5	9	-7	2	11	-9	4
CC(=O)CCc1ccc(Oc2nc(-c3cccnc3)nc3ccccc23)cc1	54*	9	-1	-3	3	12	8	5
CCC(=O)NC(=S)Nc1ccc(NC(=O)c2ccco2)c(OC)c1	-24	11	0	-2	35	-1	3	4
Cc1ccc(OCCSc2nc3ccccc3n2CCC(=O)O)cc1	-1	1	-8	-1	-2	-10	-4	-12
CCOC(=O)c1ccccc1NC(=O)CSc1nnc(Cc2cccn2C)n1-c1ccc(F)cc1	17	4	-10	6	2	7	15	-15
CCn1c(Cc2ccccc2)nnc1SCC(=O)Nc1ccccc1	9	6	14	0	0	-8	10	-10
Cc1cc(NC(=O)c2ccc(F)cc2)n(C)n1	4	1	-13	4	2	-1	2	-8
COc1ccc(-c2cc(-c3cc(F)ccc3O)[nH]n2)cc1OC	36	-114	-54	69*	5	0	24	-32
COc1cc2c(cc1OC)C(c1ccc(Br)cc1)NC(=O)C2 (stereo not given)	10	0	-2	1	2	6	4	4
O=C(N/N=C/c1ccc([N+](=O)[O-])cc1)c1c[nH]c2ccccc12	19	-41	-69	-17	-37	4	-12	-8
COc1ccc(C(=O)N/N=C/c2ccc(SC)cc2)cc1	5	-19	-17	-3	-15	10	-12	-2
O=C(CSc1nnnn1C1CCCC1)N1CCN(C(=O)c2ccco2)CC1	7	6	6	-5	0	-1	-1	6
O=C(Nc1ccc[n+](CC(=O)c2cccc3ccccc23)c1)c1ccccc1	-4	3	-19	-1	12	14	23	15
CCCCCn1c(N(C)Cc2ccccc2)nc2c1c(=O)[nH]c(=O)n2C	5	8	-18	10	8	15	6	9
CCC(C)(C(=O)Nc1c(C)cccc1C)N(C)C(=O)c1ccc2ccccc2n1 (stereo not given)	-5	16	15	0	4	-14	2	-2
O=C(C1=NNCC1c1ccccc1)C1OC1c1ccccc1 (stereo not given)	-9	-1	-28	2	6	-10	-4	17
CCOCCCNC(=S)NCCNc1nc2c(C)cccc2cc1C#N	-1	-12	1	6	3	2	12	-1
